FID counter: compounds displacing fluorescent DNA intercalator, primary screen, artefact control for HCV NS3 helicase inhibitor project, biochemical, FID fluorescence | inhibition, % at 7.9 µM | DNA fluorescent intercalator displacement | 290,000 compounds, 0.17% hits; in the data active means inhibition above about 37%;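 further: 0% = vehicle and 100% = reference compound; higher means more ethidium bromide displaced from hairpin DNA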
PfM18AAP inh: PfM18AAP inhibitors, malaria aminopeptidase, primary screen, biochemical, QFRET, recombinant enzyme; M18 aspartyl aminopeptidase (Plasmodium falciparum 3D7); H-Glu-NHMec fluorogenic cleavage; inhibition, % at 7.35 µM; 290,000 compounds, 1.2% hits; AID 1822, 2009;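 active means inhibition above the campaign mean inhibition over all tested compounds plus 3 SD, cut at about 28% in these data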;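 further: 0% = plate median of test compound wells and 100% = 2 mM ZnCl2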
OXTR agonist: human OXTR agonists, primary screen, fluorescence, CHO-OTR cells, Fluo-8 calcium. Oxytocin receptor (Homo sapiens), P30559. Fluo-8 calcium fluorescence; normalized: DMSO 0%, oxytocin 100%. activation, % at 3 µM. 320,000 compounds, 0.32% hits. AID 2435, 2010;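 active means activation above the mean of all tested compounds plus 3 SD, cutoff set per screening run, cut at about 20% in these data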;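 further: peak over basal fluorescence ratio from a 100 s FLIPR kinetic read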
NALP1 yeast inh: NALP1 inflammasome inhibitors in reconstituted yeast, colorimetric, S. cerevisiae, triplicate retest; S. cerevisiae NALP1/ASC/caspase-1 growth, X-gal OD620, 72 h; inhibition, % at 10 µM; 280,000 compounds, 0.61% hits; AID 2071, 2009; in the data active means inhibition mostly above about 24%, no sharp cut-off; inactive means mostly below about 32%; further: some compounds called inactive have numbers as strong as hits
MEKK2mut PB1 HTS: MEK5 binding signal on mutant MEKK2 PB1, primary screen, biochemical, multiplex bead flow cytometry, Alexa488-MEK5; Alexa488-MEK5 binding to MEKK2 mutant; percent response, % at 10 µM; 290,000 compounds, 0.35% hits; in the data active means percent response above about 24%, passing the limit was not always enough; further: inactives centre near 1; some results filed as inactive read as strong as hits; reference of the scale not given here
MEKK2 WT-MEK5: modulators of MEK5 binding to wildtype MEKK2, primary screen, biochemical, multiplex bead flow cytometry, Alexa488-MEK5 | binding response (% of control), % at 10 µM | Alexa488-MEK5 binding to MEKK2 WT; actives lie on both sides | AID 1531, 2009 | Mitogen-activated protein kinase kinase kinase 2 (Homo sapiens), Q9Y2U5 | 290,000 compounds, 1.1% hits; in the data active means binding response below about 67% or above about 130%
PHOSPHO1 inh: PubChem AID 1565 | Phosphoethanolamine/phosphocholine phosphatase (Homo sapiens), Q8TCT1 | recombinant PHOSPHO1, absorbance phosphatase assay | inhibition, % at 13.3 µM | 290,000 compounds, 1.1% hits; in the data active means inhibition above about 60%
GPR7 antagonist: GPR7 receptor antagonists, primary screen, cell-based, fluorescence, single concentration; inhibition, % at 4.4 µM; AID 1861, 2009; 290,000 compounds, 1.1% hits; Neuropeptides B/W receptor type 1 (Homo sapiens), P48145; GPR7-expressing cells, fluorescence antagonist assay; in the data active means inhibition above about 16%, passing the limit was not always enough;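 further: cells stimulated with the agonist NPW; 0% = agonist with vehicle and 100% = vehicle without agonist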
Target sequence (P48145 whole entry, looked up): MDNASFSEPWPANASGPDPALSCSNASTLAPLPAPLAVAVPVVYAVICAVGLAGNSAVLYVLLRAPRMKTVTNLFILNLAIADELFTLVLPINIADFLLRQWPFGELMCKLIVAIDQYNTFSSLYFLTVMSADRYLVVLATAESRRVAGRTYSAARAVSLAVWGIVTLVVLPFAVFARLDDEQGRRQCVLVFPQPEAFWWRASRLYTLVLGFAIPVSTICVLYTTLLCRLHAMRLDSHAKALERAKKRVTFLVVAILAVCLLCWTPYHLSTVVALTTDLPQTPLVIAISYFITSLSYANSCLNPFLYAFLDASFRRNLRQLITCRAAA
MEKK3 PB1 HTS: modulators of MEKK3-MEK5 PB1 binding, primary screen, biochemical, wildtype MEKK3, multiplex bead flow cytometry, Alexa488-MEK5 | Mitogen-activated protein kinase kinase kinase 3 (Homo sapiens), Q99759 | bead-based flow cytometry, Alexa488-MEK5 binding to MEKK3; actives lie on both sides; 0 = blocked by unlabeled MEK5, 100 = vehicle | binding response (% of control), % at 10 µM | 290,000 compounds, 1.4% hits;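 active means binding response more than 3 SD above or below the average of its plate-row segment, actives on both sides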;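 further: Alexa488 bead fluorescence after subtracting the streptavidin-only scavenger bead signal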
Target sequence (Q99759 whole entry, looked up): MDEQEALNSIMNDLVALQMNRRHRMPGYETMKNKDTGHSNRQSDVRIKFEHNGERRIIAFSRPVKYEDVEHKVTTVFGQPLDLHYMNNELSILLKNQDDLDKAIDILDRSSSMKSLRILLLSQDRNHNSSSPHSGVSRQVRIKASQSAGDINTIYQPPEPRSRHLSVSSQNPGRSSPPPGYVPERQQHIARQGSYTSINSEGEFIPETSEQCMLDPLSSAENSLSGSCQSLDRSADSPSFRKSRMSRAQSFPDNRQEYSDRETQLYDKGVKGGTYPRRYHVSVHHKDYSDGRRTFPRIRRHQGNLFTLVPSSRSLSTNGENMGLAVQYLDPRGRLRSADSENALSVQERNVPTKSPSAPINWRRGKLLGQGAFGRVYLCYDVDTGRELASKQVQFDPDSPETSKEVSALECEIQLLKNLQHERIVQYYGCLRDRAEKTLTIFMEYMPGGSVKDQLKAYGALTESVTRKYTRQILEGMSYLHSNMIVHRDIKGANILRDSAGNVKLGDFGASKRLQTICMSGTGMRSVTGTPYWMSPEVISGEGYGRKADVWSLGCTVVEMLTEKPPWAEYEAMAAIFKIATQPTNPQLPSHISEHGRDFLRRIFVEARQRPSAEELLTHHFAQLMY
An asterisk follows results filed as active; x = no result given.

Structure,FID counter,PfM18AAP inh,OXTR agonist,NALP1 yeast inh,MEKK2mut PB1 HTS,MEKK2 WT-MEK5,PHOSPHO1 inh,GPR7 antagonist,MEKK3 PB1 HTS
CC(C)c1cc(CNC(=O)CCc2nnc(CCCCc3ccccc3)o2)on1,-41,-3,3.3,x,-2,103,27,0,102
O=C(N/N=C/c1ccc2c(c1)OCO2)C1COc2ccccc2O1 (stereo unspecified),-7,-5,-0.5,6,-10,72,-131,10,69
O=C1C=C(c2ccccc2)OC2(CCCC2)O1,-3,0,-1.0,x,5,108,12,-6,108
COc1ccccc1C1C(C(=O)c2sc(C)nc2C)=C(O)C(=O)N1CCN1CCOCC1 (stereo unspecified),-7,0,0.1,-8,7,103,19,-8,102
COc1ccc(C(=O)NCC(=O)OCC(=O)c2cc(OC)c(OC)c(OC)c2)cc1OC,-17,3,-0.5,19,9,119,-6,-9,101
COc1ccc(Oc2nc(-c3ccccn3)nc3ccccc23)cc1,0,-13,-4.1,15,-16,66,36,5,66
COC(=O)c1cn(NC(=O)Cc2ccc(OC)c(OC)c2)c(=O)c2ccccc12,-6,-1,0.1,2,-6,96,32,-2,95
O=[N+]([O-])c1ccccc1/C=N/NC1=NS(=O)(=O)c2ccccc21,-6,9,0.7,4,-2,101,-10,-6,99
O=C(CSc1nc2nccnc2c(=O)n1Cc1cccs1)Nc1ccccc1F,-11,-6,1.8,10,-4,90,9,-10,90
Cc1ccc(C)c(S(=O)(=O)NCC(=O)NCc2ccco2)c1,-25,0,0.7,20,2,104,1,-1,103
COc1ccc(NC(=O)c2cc(C)nc3ccccc23)c(OC)c1,-6,-14,0.1,-4,-2,93,36,-6,100
Cc1ccc(N(C)S(=O)(=O)c2cccc(C(=O)Nc3nnc(C4CC4)s3)c2)cc1,-12,-3,0.8,7,-3,93,48,0,90
COc1ccc(C2C(=O)c3ccccc3C2=O)c(OC)c1,-2,0,-1.5,1,3,102,5,-7,99
CCn1c(SCC(=O)NCCc2ccccc2)nc2c([nH]c3ccccc32)c1=O,-14,-2,-0.9,14,1,102,38,2,102
CCOC(=O)C1=C(N)Oc2c(oc(CO)cc2=O)C1c1ccc(Cl)cc1 (stereo unspecified),-14,2,-0.9,-7,-3,101,25,-14,102
CC1CCCCC1NC(=O)C(Cc1ccccc1)NS(=O)(=O)c1cccs1 (stereo unspecified),-17,7,-0.1,-9,3,99,7,12,102
CC(C)CNC(=O)C1C2C=CC(C2)C1C(=O)O (stereo unspecified),4,-2,0.8,10,-2,101,35,-4,103
O=[n+]1c2c(n([O-])c3cc(F)c(N4CCCC4)cc31)CCCC2,-6,15,12,0,1,105,16,-6,107
O=C(Nc1cccnc1)c1cc2c(ccc3ccccc32)o1,-11,3,0.4,0,-1,100,-12,8,100
CCNc1nc(NCC)nc(N(C)n2cnnc2)n1,0,2,1.1,9,-1,98,1,-8,101
CC(=O)c1cccc(S(=O)(=O)N(CCCO)Cc2cc3ccc(C)cc3[nH]c2=O)c1,-18,0,0.1,6,-1,97,10,-8,98
Cc1ccc(N2CCCn3c2cc(C)c(C#N)c3=O)cc1Cl,-6,3,1.6,6,2,97,-54,-6,107
CCOc1cc(C(=O)NCc2nnc(SCC(=O)OC)n2C)cc(OCC)c1OCC,-28,-3,-0.5,24,x,x,-17,-1,x
O=C(COc1ccccc1Cl)NCCNC(=O)c1ccco1,-4,-5,0.7,12,-6,100,-20,-5,97
O=S(=O)(/C=C/c1ccccc1)N1CCc2ccccc2C1,-22,-8,-1.3,26,5,109,24,13,109
O=C(Cn1ncc(Cl)c(Cl)c1=O)N1CCOCC1,3,-2,-0.7,-5,-7,94,32,0,96
Cc1ccc(NC2CCCN(C(=O)CCC3=NNC(=O)CC3)C2)cc1C (stereo unspecified),-13,10,-0.8,13,-5,97,37,-4,97
COc1ccc(NC(=O)c2c(Cl)n(C)c3ccccc23)cc1,-5,-4,-2.2,-13,3,102,14,11,101
CCOC(=O)/C(N=Nc1sc(C(=O)OC)c(C)c1C(=O)OCC)=C(\O)CCl,-12,7,-1.2,25,7,105,-1,3,99
COc1cccc(NC(=S)C(C#N)=C2N(C)c3ccccc3N2C)c1,4,3,1.3,-13,-6,100,-43,12,101
O=c1[nH]cnc2c1N=C(c1cccc([N+](=O)[O-])c1)CC(c1ccccc1)N2 (stereo unspecified),3,21,-2.3,16,4,101,39,-7,99
COc1ccc(C(=O)n2nc(-c3ccco3)nc2N)cc1OC,0,4,x,2,5,99,-14,-18,100
CCOc1ccccc1NC(=O)c1cccc(NC(=O)C(C)C)c1,-15,1,-0.4,-1,-5,96,61*,-22,98
CN1C(=O)C(CCC(=O)O)NC1=S (stereo unspecified),1,8,1.2,-26,5,91,16,-2,98
COc1ccc(NS(=O)(=O)c2cc(NC(=O)/C=C/c3ccccc3OC)ccc2N2CCCCC2)cc1,0,-4,1.8,22,1,100,-14,1,103
Cc1ccc(-n2cc(CCCCCCCCC(=O)O)nn2)cc1,-51,2,-0.3,17,-5,93,-86,3,96
CC(=O)N1C(C(=O)O)Cc2c([nH]c3ccccc23)C1C (stereo unspecified),0,-3,x,17,0,99,45,18,98
O=C1CC(NNc2ccccc2)C(=O)N1c1ccccc1 (stereo unspecified),-16,-1,-1.5,26,-1,100,6,2,97
COC(=O)c1c(NC(=O)COC(=O)c2ccccc2O)sc2c1CCCCC2,6,4,-0.4,14,-4,100,11,-7,98
CC1=C(C(=O)OC(C)(C)C)C(c2ccc(Br)cc2)NC(=O)N1CCCC(=O)O (stereo unspecified),-43,-5,-0.7,-12,-1,104,-7,-5,101

Just OXTR agonist, GPR7 antagonist and PfM18AAP inh (two entries from above):
| SMILES | OXTR agonist | GPR7 antagonist | PfM18AAP inh |
| --- | --- | --- | --- |
| COc1ccc(C(=O)n2nc(-c3ccco3)nc2N)cc1OC | x | -18 | 4 |
| CCOc1ccccc1NC(=O)c1cccc(NC(=O)C(C)C)c1 | -0.4 | -22 | 1 |

Next section.
Structure,FID counter,PfM18AAP inh,OXTR agonist,NALP1 yeast inh,MEKK2mut PB1 HTS,MEKK2 WT-MEK5,PHOSPHO1 inh,GPR7 antagonist,MEKK3 PB1 HTS
O=c1/c(=C/c2ccc(CNS(=O)(=O)c3ccccc3)o2)sc2n1CCN=2,-17,12,1.1,6,-3,98,98*,4,94
COc1ccc(-c2nnc3n2-c2ccccc2SC3)cc1OC,-19,-38,-0.2,-13,5,107,-6,-7,104
C=CCSc1nc2ccccc2n1Cc1nnc(-c2cccs2)o1,-29,8,0.6,8,2,97,31,14,102
COc1ccc(C2=NN(C(C)=O)CC2c2cccc([N+](=O)[O-])c2)cc1 (stereo unspecified),-32,4,2.1,7,3,103,43,-11,104
O=C(CN1CC[C@@]2(O)CCCC[C@H]2[C@@H]1c1ccc(F)cc1)NCc1ccco1,-11,1,0.1,14,-1,98,42,6,96
CC(C[N+](C)(C)C)OC(N)=O (stereo unspecified),-2,-9,0.6,32,-2,102,-6,-8,105
Cc1cc(N2CCN(c3ccc(F)cc3)CC2)nc(-c2ccccc2)n1,-5,2,-1.4,-43,3,104,23,-7,93
COc1ccc(C(=O)N(C)C2CCCc3ccccc32)cc1OC1CCN(C(C)C)CC1 (stereo unspecified),12,-5,-0.6,3,11,112,9,-14,108
O=C1CC(C2CCCO2)C(=O)N1c1ccc(Cl)c(Cl)c1 (stereo unspecified),-1,-2,0.5,-11,4,105,53,-7,105
Cc1c(NC(C)c2ccccc2O)c(=O)n(-c2ccccc2)n1C (stereo unspecified),0,-19,-0.2,1,11,104,13,1,98
CCOC(=O)N1CCN(C(=O)Cc2ccc(Cl)cc2)CC1,-7,-8,-1.3,2,3,108,6,-4,106
Cc1ccc(CCNC(=O)C(C)n2nc(C)c3c(C)n(-c4ccccc4)nc3c2=O)cc1 (stereo unspecified),-44,-2,-1.1,15,3,102,38,-23,102
Cc1ccc(S(=O)(=O)N2CCN(C(=O)CSc3nnc(C)s3)C2)cc1,-5,6,0.5,-3,1,103,5,-4,102
CC1(C)CC(=O)c2c(-c3cccnc3)n[nH]c2C1,2,-12,0.4,10,1,102,-31,11,102
O=C(O)c1cccc(Nc2nc(-c3ccc([N+](=O)[O-])cc3)nc3ccccc23)c1,-13,2,x,8,6,100,28,-11,108
CN(C[C@H](Cc1ccccc1)N(C[C@@H](CC1CCCCC1)N(CCc1ccccc1)N=O)N=O)N=O,-10,-7,-0.9,13,-16,71,24,-4,75
O=C(NCc1ccccc1)c1csc(-c2cccnc2)n1,-7,-4,-1.5,x,-3,101,4,-10,97
O=C(CC1S/C(=N\S(=O)(=O)c2ccc(F)cc2)N(c2ccccc2)C1=O)Nc1ccccc1 (stereo unspecified),-12,-8,-1.1,23,1,101,0,-5,102
COc1cccc(N(C(=O)c2ccco2)C(C(=O)NC2CCCC2)c2ccc(N(C)C)cc2)c1 (stereo unspecified),-19,-3,-2.0,32,3,103,31,-11,100
CC1(OC(=O)c2ccco2)C(=O)C=C2C=C(C3CC3)OC=C2C1=O (stereo unspecified),x,x,1.2,x,-1,94,x,x,98
CCCC(=O)Nc1cccc(-c2nc3ccccc3o2)c1,-13,-10,4.4,9,5,104,22,-11,104
Cc1cc(=O)nc2c3ccccc3n(CC(=O)NC3CCCCC3)n12,-20,5,-0.8,8,3,101,22,-10,101
O=c1[nH]c2c(n(C3CCCCC3)c1=O)CCC2,2,-2,0.3,23,1,104,-3,-9,103
Cc1ccc(C(=O)N/C(=C\c2cn(C)c3ccccc23)C(=O)N2CCOCC2)cc1,-44,6,1.6,12,3,110,-40,-8,104
Cc1cc(N2CCN(c3ncccn3)CC2)nc2c(C)cccc12,-29,-1,-0.9,7,7,104,38,-45,106
COC(=O)c1ccc2c(=O)n(NC(=O)C(c3ccccc3)c3ccccc3)c(=S)[nH]c2c1,0,6,0.5,11,7,101,5,-16,100
O=C(NC(=S)Nc1ccccc1N1CCCC1)c1ccccc1[N+](=O)[O-],9,1,-0.1,11,16,111,16,-27,100
Cc1ccc(C(=O)Nc2ccc(C)c(S(=O)(=O)N3CCOCC3)c2)c(C)c1,-30,-4,0.7,6,7,105,8,-6,106
N#Cc1cc2c(nc1SCC(N)=O)CCCCC2,-1,-5,0.3,12,0,99,14,-2,101
Cc1cc(C)cc(CN2C(=O)NC3(CCCCCC3)C2=O)c1,-25,1,-1.5,19,-3,98,13,8,98
CC(C)CN(CC(C)C)S(=O)(=O)N1CCC(C(=O)NCc2cccnc2)CC1,-22,4,-0.7,-5,2,103,-7,4,104
O=C(c1cc(-c2ccccc2)on1)N1CCN(C(=O)c2ccco2)CC1,-21,1,-0.1,0,1,106,-31,-9,105

Assay outcomes (PubChem BioAssay)
